# Fluorescein autfl – qHTS Assay for Spectroscopic Profiling in Fluorescein Spectral Region. Compound autofluorescence, 480/540 nm, fluorescein-equivalent; active compounds read high. max fluorescein-equivalent concentration, M. 59,000 tested, 0.91% active. AID 593, 2007; in the data active = max fluorescein-equivalent concentration above about 10 nM; inconclusive = between about 1.1 nM and that limit
#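 Compounds (23 nL) in 100 mM Tris pH 8.0, 15 min at room temperature, then fluorescence read at 480 nm excitation/540 nm emission. Signal converted to fluorescein-equivalent concentration from an on-plate fluorescein standard curve.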
# HEK293 cAMP ctrl – qHTS Assay for Agonists of the Thyroid Stimulating Hormone Receptor: Activators of Intracellular cAMP Concentrations in Parental HEK 293; parental HEK293 CNG cAMP sensor, membrane potential fluorescence; Potency, µM (doses to about 57.1 µM), inactives show top-dose activation, hits mostly activators; 73,000 tested, 2.5% active; AID 938, 2007; note: potency is the fitted concentration of half-maximal effect; % of control where 0% means no effect; nearly all actives have a fitted effect of over 55% in size
#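 Counterscreen for endogenous-receptor signalling: CNG-channel HEK 293 cells report cAMP rise by membrane depolarization. After 60 min dye equilibration with 100 uM RO 20-1724, compounds incubated 30 min before bottom-read fluorescence at 590 nm.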
# USP2a inh – qHTS Assay for Inhibitors of Ubiquitin-specific Protease USP2a; Ubiquitin carboxyl-terminal hydrolase 2 (Homo sapiens), O75604; USP2a enzymatic assay, qHTS inhibition; Potency, µM (doses to about 38.3 µM), for inactives: at the highest dose activity change, negative = inhibition, most hits filed as inhibitors; 60,000 tested, 0.1% active; AID 927, 2007;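 note: potency is the fitted concentration of half-maximal effect; nearly all actives have a fitted effect of over 60% in size; plate controls were DMSO for no effect and NEM full inhibition control for full effect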
#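 Inhibition is measured in a cell-free coupled assay with 20 nM USP2 core, 20 nM Ub-PLA2 and 20 uM NBD C6-HPC, 2.5 h incubation. Activity normalized to NEM control.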
# BRCT inh green – qHTS Assay for Inhibitors of BRCT-Phosphoprotein Interaction (Green Fluorophore). Breast cancer type 1 susceptibility protein (Homo sapiens), P38398. BRCA1 BRCT-phosphopeptide binding, green fluorescence polarization. Potency, µM (series often up to 76.9 µM), without a hit: at the highest dose activity change, negative = inhibition, actives largely listed as inhibitors. 75,000 tested, 0.05% active. AID 875, 2007;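 note: potency is the fitted concentration of half-maximal effect; plate controls were peptide without protein for full effect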
# Target sequence (P38398 whole entry, looked up): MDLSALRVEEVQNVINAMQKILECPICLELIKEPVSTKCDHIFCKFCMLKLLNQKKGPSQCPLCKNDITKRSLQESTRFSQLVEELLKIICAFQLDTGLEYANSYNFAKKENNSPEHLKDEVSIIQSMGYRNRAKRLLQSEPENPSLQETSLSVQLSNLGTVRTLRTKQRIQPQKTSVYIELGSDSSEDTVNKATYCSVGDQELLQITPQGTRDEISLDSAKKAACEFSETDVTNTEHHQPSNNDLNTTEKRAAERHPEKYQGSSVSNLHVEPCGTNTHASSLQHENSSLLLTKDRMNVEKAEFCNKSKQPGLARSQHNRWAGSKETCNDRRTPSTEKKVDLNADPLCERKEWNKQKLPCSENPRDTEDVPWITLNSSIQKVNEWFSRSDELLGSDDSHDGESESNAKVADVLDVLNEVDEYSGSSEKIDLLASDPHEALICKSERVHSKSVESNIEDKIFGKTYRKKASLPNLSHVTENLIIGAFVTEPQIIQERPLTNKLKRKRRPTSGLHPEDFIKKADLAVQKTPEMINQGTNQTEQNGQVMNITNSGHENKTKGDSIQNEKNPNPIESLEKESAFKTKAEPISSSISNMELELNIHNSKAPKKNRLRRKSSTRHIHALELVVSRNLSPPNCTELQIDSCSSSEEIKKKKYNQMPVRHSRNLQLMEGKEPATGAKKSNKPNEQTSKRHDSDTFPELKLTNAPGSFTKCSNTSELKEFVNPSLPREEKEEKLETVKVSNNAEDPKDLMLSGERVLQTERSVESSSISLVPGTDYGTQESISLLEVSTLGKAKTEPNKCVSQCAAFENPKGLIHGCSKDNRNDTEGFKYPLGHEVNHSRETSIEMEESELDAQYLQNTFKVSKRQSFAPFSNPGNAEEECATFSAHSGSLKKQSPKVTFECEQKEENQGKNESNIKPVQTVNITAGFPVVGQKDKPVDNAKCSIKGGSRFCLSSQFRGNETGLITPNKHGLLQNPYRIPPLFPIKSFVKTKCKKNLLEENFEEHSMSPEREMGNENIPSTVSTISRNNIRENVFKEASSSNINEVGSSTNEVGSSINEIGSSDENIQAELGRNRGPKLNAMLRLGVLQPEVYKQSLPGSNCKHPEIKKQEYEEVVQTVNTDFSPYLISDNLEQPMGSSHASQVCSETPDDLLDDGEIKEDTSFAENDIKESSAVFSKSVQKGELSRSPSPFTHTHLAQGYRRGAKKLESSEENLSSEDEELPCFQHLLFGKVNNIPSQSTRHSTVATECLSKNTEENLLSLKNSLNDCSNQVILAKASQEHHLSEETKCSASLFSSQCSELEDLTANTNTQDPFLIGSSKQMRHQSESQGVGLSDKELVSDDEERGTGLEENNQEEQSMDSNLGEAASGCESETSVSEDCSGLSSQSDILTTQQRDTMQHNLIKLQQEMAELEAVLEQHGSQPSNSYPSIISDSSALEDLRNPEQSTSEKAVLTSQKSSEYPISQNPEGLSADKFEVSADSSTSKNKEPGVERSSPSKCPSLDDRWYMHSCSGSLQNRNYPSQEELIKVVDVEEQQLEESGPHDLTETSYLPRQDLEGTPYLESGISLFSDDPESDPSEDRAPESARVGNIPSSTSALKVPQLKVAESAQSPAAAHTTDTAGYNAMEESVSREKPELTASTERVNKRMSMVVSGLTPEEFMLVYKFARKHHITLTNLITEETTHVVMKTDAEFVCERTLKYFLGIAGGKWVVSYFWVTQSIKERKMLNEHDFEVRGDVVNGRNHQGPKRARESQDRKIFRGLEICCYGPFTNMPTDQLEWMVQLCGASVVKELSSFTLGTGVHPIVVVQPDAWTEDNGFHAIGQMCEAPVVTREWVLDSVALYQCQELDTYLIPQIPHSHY
#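 Compounds were incubated for 12 min at room temperature with a complex of 100 nM fluorescein-tagged pBACH1 decapeptide and 250 nM His-tagged BRCT protein. Buffer was phosphate pH 7.3 with EDTA, DTT and Tween 20. Disruption of binding lowers the polarization signal.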
# GFP derepression – qHTS Assay for Epigenetic Modulators; Potency, µM (top dose mostly 46.1 µM), for the others: top-dose GFP derepression (activation); 68,000 tested, 0.09% active; mouse C127i GFP locus derepression, cytometry, 30 h; note: % of control where 0% means no effect
#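 Murine C127i mammary cells carrying a silenced, stably integrated CMV-driven GFP reporter were treated with compound for 30 hours at 37 C. After PBS washes, GFP-positive cells were counted by laser-scanning microplate cytometry.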
# Casp1 inh – qHTS Assay for Allosteric/Competitive Inhibitors of Caspase-1; P29466; Caspase-1 enzyme, Ac-WEHD-AFC fluorogenic rate; 75,000 tested, 0.03% active; Potency, µM (series often up to 57.5 µM), for inactives: at the top dose activity change, negative = inhibition, most hits filed as inhibitors;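 note: potency is the fitted concentration of half-maximal effect; plate controls were vehicle for no effect and no substrate for full effect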
# Casp7 inh – qHTS Assay for Allosteric/Competitive Inhibitors of Caspase-7 | 75,000 tested, 0.02% active | recombinant caspase-7, Ac-DEVD-AFC fluorescence rate | P55210 | Potency, µM (series often up to 57.5 µM), without a hit: at the top dose activity change, negative = inhibition, hits mostly inhibitors; active = well fitted inhibition curve with a large enough effect in the main read-out, with a control signal flat, not every such curve was filed as active; inconclusive = small, poorly fitted or top-dose-only effect, or a change in a side signal; note: potency is the fitted concentration of half-maximal effect; % of control where 0% means no effect
# A350 autofl – qHTS Assay for Spectroscopic Profiling in A350 Spectral Region; Compound autofluorescence, 340/450 nm, Alexa 350 dye-equivalents; active compounds read high; max dye-equivalent concentration, M; 59,000 tested, 11% active; AID 590, 2007; in the data active = max dye-equivalent concentration above about 10 nM; inconclusive = mostly about 1.1 nM to 9.6 nM
# 4MU fluor – qHTS Assay for Spectroscopic Profiling in 4-MU Spectral Region | compound autofluorescence, 340/450 nm, 4-MU equivalents; active compounds read high | max dye-equivalent concentration, M | 59,000 tested, 11% active; in the data active = max dye-equivalent concentration above about 10 nM; inconclusive = mostly about 1.1 nM to 9.6 nM
#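 Compounds in 100 mM Tris, pH 8.0, sat 15 min at room temperature before fluorescence was read at 340 nm excitation/450 nm emission; a per-plate six-point 4-MU standard curve converted signals to dye-equivalent concentration at each compound concentration.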
# BRCT PPI red – qHTS Assay for Inhibitors of BRCT-Phosphoprotein Interaction (Red Fluorophore); BRCT-phosphopeptide binding, red fluorescence polarization; AID 892, 2007; Potency, µM (doses to about 76.9 µM), inactives show at the highest dose activity change, negative = inhibition, usual class: inhibitors; 75,000 tested, 0.03% active; note: % is set by controls: 0 for no effect and ±100 for the full control effect
#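 Fluorescence polarization: 100 nM His-tagged BRCA1 BRCT with 100 nM TAMRA-labelled phospho-BACH1 decapeptide, phosphate buffer pH 7.3 with 150 mM NaCl, DTT, 0.01% Tween 20; 12 min RT. Binding inhibition seen as FP decrease.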
# Ub-GFP proteasome – Ubiquitin-GFP Assay | Ubiquitin-GFP reporter cells, proteasome inhibition, GFP fluorescence; response scale: untreated = 0%, 10 µM MG-132 = 100% | Potency, µM (highest dose often 45.9 µM), for the others: at the highest dose activation (GFP accumulation), hits mostly activators | 67,000 tested, under 10 active | AID 526, 2006; active = well fitted activation curve with a large enough effect, not every such curve was filed as active; inconclusive = small, poorly fitted or top-dose-only effect, or another doubt; inactive = no such curve, though single readings can be large or run the other way; note: potency is the fitted concentration of half-maximal effect
#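 Reporter cells (U2OS, ubiquitin-G76V-GFP fusion) are plated overnight, then treated 4 hr at 37 °C with compound titrations from 46 uM down to 2.9 nM. Activity is scaled against untreated cells and 10 uM MG-132.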
# Starred values were filed as active, the others as inactive; i = inactive; ? = inconclusive; nt = no result given; [ ] = another dose, or the depositor's remark. Unless noted, calls come from the whole dose curve; as a rule, active = well fitted curve in the direction sought with a large enough effect; inconclusive = small, poorly fitted or top-dose-only effect, or another doubt; inactive = no such curve, though single readings can be large; an effect the other way counts as inactive or inconclusive. An excerpt; the hit share may differ from the screen's.
SMILES,Fluorescein autfl,HEK293 cAMP ctrl,USP2a inh,BRCT inh green,GFP derepression,Casp1 inh,Casp7 inh,A350 autofl,4MU fluor,BRCT PPI red,Ub-GFP proteasome
COc1ccc(-c2noc(CN(C)S(=O)(=O)c3ccccc3)n2)cc1OC,i,4%,3%,-0.7%,-3%,0%,0%,i,i,-0.9%,4%
CN(C)S(=O)(=O)c1cc(C(=O)NCCCn2ccc3ccccc32)ccc1Cl,i,25µM*,22%,-1.8%,0%,-2%,-1%,i,i,-0.1%,-3%
O=S(=O)(c1cccs1)N1CCN(Cc2nc3ccccc3s2)CC1,?,?,25%,3.1%,1%,-4%,-5%,i,i,-0.2%,2%
Cn1cccc1C(=O)NC(=O)COC(=O)c1ccccc1O,i,8%,7%,-2.3%,0%,-1%,1%,i,i,-1.7%,-5%
O=C(Nc1ccc2oc(-c3ccccc3)nc2c1)c1cccnc1,i,3%,70%[activator],-1.0%,0%,3%,-1%,i,i,-1.6%,1%
O=S(=O)(c1ccccc1)N1CN2CN(C1)CN(S(=O)(=O)c1ccccc1)C2,i,9%[11.4 µM],nt,-0.2%[15.4 µM],-2%[9.22 µM],3%[11.5 µM],-2%[11.5 µM],i,i,1.0%[15.4 µM],-3%[9.17 µM]
O=C(Nc1cccnc1)c1c(F)c(F)c(F)c(F)c1F,i,4%,-4%,-1.4%,3%,0%,-1%,i,i,-0.1%,0%
COC(=O)/C=c1\sc2n(c1=O)C(C)=CC(C)(C)N=2,?,6%,0%,-0.5%,0%,-1%,-1%,i,i,-1.8%,-3%
CCOC(=O)CSC1=C(C#N)C(c2ccc(F)cc2)C(C(C)=O)=C(C)N1 (stereo not drawn),i,3%,-3%,-2.4%,6%,-7%,-3%,?,?,0.4%,-7%
Clc1ccc(CSC2=NCCCN2)cc1Cl,?,13%,-8%,-3.2%,-1%,-1%,-2%,i,i,0.6%,0%
O=C(CCCC(=O)N1CCCc2ccccc21)N1CCCc2ccccc21,nt,24%,11%,-0.6%,-2%,-1%,-1%,nt,nt,0.7%,-9%
O=C(NCCN1C(=O)CCC1=O)c1ccncc1,i,-3%,2%,0.1%,2%,1%,2%,i,i,-1.5%,4%
Cn1c(=O)c2c(-c3ccccc3)n(N3CCOCC3)cc2n(C)c1=O,i,-2%,2%,-1.1%,-2%,-1%,-1%,?,?,-0.3%,nt
O=C(NC1CCCC1)C(NS(=O)(=O)c1cccc2nsnc12)c1ccccc1 (stereo not drawn),i,7%,8%,-0.5%,0%,-2%,1%,?,i,-0.5%,0%
COc1ccc2[nH]c(=O)c(CN(C(=O)C3CCCO3)c3cccc(C)c3)cc2c1 (stereo not drawn),i,2%,3%,-1.1%,0%,-4%,-4%,2.3e-07M*,1.8e-07M*,-0.9%,5%
Cc1ccc(-c2nn3nnnc3c3ccccc23)cc1,?,?,13%,-0.4%,-2%,3%,1%,i,i,-1.3%,3%
CCOC(=O)CSC1=C(C#N)C(c2ccc(C)s2)CC(=O)N1 (stereo not drawn),nt,23%,5%,-2.1%,5%,1%,2%,nt,nt,-1.3%,3%
Cc1cccc(N2C(=O)C3C4C=CC(C4)C3C2=O)c1 (stereo not drawn),i,3%,-4%,-1.5%,-2%,0%,1%[0.00368 µM],?,?,0.7%,-4%
O=C(Cn1ncc2c(=O)oc3ccccc3c21)NCC1COc2ccccc2O1 (stereo not drawn),nt,1%,nt,-0.3%,nt,2%,-1%,nt,nt,1.9%,-11%
CCC(=O)Nc1nonc1-c1nc2ccccc2n1CC(C)C,i,25µM*,0%,-0.5%,2%,-1%,-12%,i,i,-2.1%,-11%
CCSc1nc2ccccc2n1CC(=O)N1CCOCC1,nt,5%,-6%,1.5%,-2%,0%,-2%,nt,nt,1.6%,-8%
CSc1nc(N)c2ncn([C@H]3O[C@H](COP(=O)(O)OP(=O)(O)OP(=O)(O)O)[C@@H](O)[C@@H]3O)c2n1,nt,25%,nt,-5.3%,0%,2%,1%,nt,nt,-0.5%,-1%
c1ccn2c(SCc3cn4ccsc4n3)nnc2c1,?,8%,0%,-4.0%,0%,1%,0%,i,i,0.9%,-1%
CCOC(=O)c1cc2sccc2n1CC(=O)N1CCN(C(=O)c2ccco2)CC1,i,5%,-1%,-0.5%,-1%,-9%,nt,?,i,-0.7%,-2%
c1ccc2c(c1)c1ccccc1n2Cn1c2ccccc2c2ccccc21,?,-2%[11.4 µM],nt,-1.2%[15.4 µM],2%[9.22 µM],-2%[11.5 µM],-1%[11.5 µM],i,i,-0.3%[15.4 µM],-8%[9.17 µM]

# Later entries.
SMILES,Fluorescein autfl,HEK293 cAMP ctrl,USP2a inh,BRCT inh green,GFP derepression,Casp1 inh,Casp7 inh,A350 autofl,4MU fluor,BRCT PPI red,Ub-GFP proteasome
N#CC1=C(N)Oc2n[nH]c(-c3ccc(F)cc3)c2C1c1cccnc1 (stereo not drawn),i,10%,-2%,-0.1%,2%,1%,1%,i,i,-1.7%,8%
COc1cc(C(C)=O)ccc1OC(=O)C(C)N1C(=O)c2ccccc2C1=O (stereo not drawn),nt,7%,10%,-3.1%,0%,-3%,-3%,nt,nt,0.5%,-13%
CCOc1ccc2[nH]c(=O)c(CN(CC3CCCN3CC)C(=O)NCc3ccccc3)cc2c1 (stereo not drawn),i,13%,nt,0.8%,1%,-2%,3%,2.4e-07M*,2.6e-07M*,0.9%,-4%
CS(=O)(=O)N(Cc1ccc(F)cc1)Cc1nc2ccccc2c(=O)[nH]1,i,5%,5%,-0.4%,2%,3%,2%,i,i,-0.1%,-3%
N#Cc1ccccc1CSc1nc(N2CCCCC2)nc(N2CCCCC2)n1,i,9%,-6%,-1.5%,2%,1%,-1%,i,i,-0.4%,-1%
COc1ccc(CC(=O)Nc2ccc(-c3noc(COc4ccccc4C)n3)cc2)cc1,i,1%,2%,-0.8%,7%,0%,0%,i,i,-1.2%,23%
O=C(O)CCC(=O)CCC(=O)c1ccccc1,i,2%,-4%,-0.2%,2%,0%,0%,i,i,-0.7%,7%
O=C(Nc1cccnc1)c1coc(=O)c2ccccc12,i,8%,-7%,-2.2%,9%,-3%,1%,2e-08M*,1.1e-08M*,-0.5%,2%
O=C(c1ccc(Cl)cc1Cl)N1CCC(c2nc3c(nnn3Cc3ccco3)c(=O)[nH]2)CC1,?,6%,56%[activator],13%,-1%,-2%,-4%,i,i,-0.5%,-6%
O=C(CCN1C(=O)COc2ccccc21)NCc1cccs1,i,?,-5%,0.3%,0%,-1%,0%,2.3e-08M*,1.7e-08M*,0.3%,-3%
COCCCn1c(C2CCCCC2)nc2oc3cc(OC)ccc3c(=O)c2c1=O,i,19%,7%,2.5%,2%,2%,0%,i,i,-0.3%,-2%
COC(=O)c1cccc(NC(=O)Cn2cnc3ccccc3c2=O)c1,?,-3%,10%,-1.7%,3%,1%,-2%,i,i,0.7%,0%
Cc1cc(-c2nc3ncccc3o2)ccc1N,i,-5%,3%,-0.7%,-1%,-11%,-7%,2.4e-06M*,3.7e-06M*,-1.1%,-1%

# Sorted by count of non-hydrogen atoms (lowest first): 7 of the compounds above
SMILES,Fluorescein autfl,HEK293 cAMP ctrl,USP2a inh,BRCT inh green,GFP derepression,Casp1 inh,Casp7 inh,A350 autofl,4MU fluor,BRCT PPI red,Ub-GFP proteasome
Cc1cc(-c2nc3ncccc3o2)ccc1N,i,-5%,3%,-0.7%,-1%,-11%,-7%,2.4e-06M*,3.7e-06M*,-1.1%,-1%
O=C(Nc1cccnc1)c1coc(=O)c2ccccc12,i,8%,-7%,-2.2%,9%,-3%,1%,2e-08M*,1.1e-08M*,-0.5%,2%
O=C(CCN1C(=O)COc2ccccc21)NCc1cccs1,i,?,-5%,0.3%,0%,-1%,0%,2.3e-08M*,1.7e-08M*,0.3%,-3%
COC(=O)c1cccc(NC(=O)Cn2cnc3ccccc3c2=O)c1,?,-3%,10%,-1.7%,3%,1%,-2%,i,i,0.7%,0%
COc1cc(C(C)=O)ccc1OC(=O)C(C)N1C(=O)c2ccccc2C1=O (stereo not drawn),nt,7%,10%,-3.1%,0%,-3%,-3%,nt,nt,0.5%,-13%
COc1ccc(CC(=O)Nc2ccc(-c3noc(COc4ccccc4C)n3)cc2)cc1,i,1%,2%,-0.8%,7%,0%,0%,i,i,-1.2%,23%
CCOc1ccc2[nH]c(=O)c(CN(CC3CCCN3CC)C(=O)NCc3ccccc3)cc2c1 (stereo not drawn),i,13%,nt,0.8%,1%,-2%,3%,2.4e-07M*,2.6e-07M*,0.9%,-4%
